# Compound activity: PubChem BioAssay, National Center for Advancing Translational Sciences (NCATS)
# EPAC2 ag: EPAC2 (human) agonism | 360,000 tested, 0.079% active | EPAC2 activation, biochemical qHTS; response scale: 100% = 6.5 mM cAMP response | Q8WZA2 | Potency, µM (doses to about 154 µM), for the others: at the highest dose activation, most hits filed as activators; further: potency means the concentration at half of the fitted maximal effect; nearly all actives have a fitted effect of over 50% in size
#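 Each well held 100 nM EPAC2, 250 nM RAP1B-BODIPY-GDP and 50 uM GDP. Fluorescence, read at 5-min intervals to 30 min, was referenced to a 6.5 mM cAMP positive control.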
# PTHR1 agonist: activates the human parathyroid hormone receptor PTHR1. Q03431. HEK293 GP2 PTHR1 cells, GloSensor cAMP luminescence, 1 h. Potency, µM (highest dose often 115 µM), without a hit: at the highest dose activation, usual class: activators. 410,000 tested, 0.075% active. AID 743266; further: potency means the concentration at half of the fitted maximal effect; nearly all actives have a fitted effect of over 55% in size; some results filed as inactive show a strong effect at the top dose; inactives centre near -15; many of its hits are not listed in these tables
# Target sequence (Q03431 whole entry, looked up): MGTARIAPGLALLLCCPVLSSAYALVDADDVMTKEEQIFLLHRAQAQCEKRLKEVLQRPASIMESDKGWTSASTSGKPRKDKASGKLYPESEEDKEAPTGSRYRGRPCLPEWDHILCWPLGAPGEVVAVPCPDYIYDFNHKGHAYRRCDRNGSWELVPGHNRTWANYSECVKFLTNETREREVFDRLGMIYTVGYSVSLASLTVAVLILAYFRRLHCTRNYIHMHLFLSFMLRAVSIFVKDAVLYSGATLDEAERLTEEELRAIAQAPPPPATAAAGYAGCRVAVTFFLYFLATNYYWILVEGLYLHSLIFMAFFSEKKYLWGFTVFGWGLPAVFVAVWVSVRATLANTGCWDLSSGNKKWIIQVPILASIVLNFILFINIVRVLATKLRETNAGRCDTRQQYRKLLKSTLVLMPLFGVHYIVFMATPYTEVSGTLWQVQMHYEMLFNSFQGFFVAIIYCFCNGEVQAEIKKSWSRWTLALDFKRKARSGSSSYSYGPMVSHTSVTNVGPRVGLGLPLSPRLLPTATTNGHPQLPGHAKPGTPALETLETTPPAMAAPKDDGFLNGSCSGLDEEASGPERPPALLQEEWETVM
#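 HEK-293-derived GP2 cells expressing PTHR1 and a GloSensor cAMP reporter, 3,000/well, plated overnight, given luciferin plus IBMX (each 0.5 mM as added) for 1 h at 37 °C, then compound for 1 h at 37 °C. Luminescence was read after 15 min at room temperature.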
# pAkt inh: Akt phosphorylation inhibition. Neuro2A IGF-stimulated pAkt S473 HTRF, 20 min; active compounds read low. activity change, % for hits at 50 µM. 360,000 tested, 0.32% active; in the data active means activity change below about -80%; inconclusive means mostly about -51% to -80%; further: on the % scale 0 is the no-effect control and ±100 the full control effect
#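 Neuro2A cells (4,500/well, DMEM with 0.5% FBS) were treated with compound at a single 50 µM final concentration, stimulated with 6 nM IGF for 20 min at 37 °C, and lysed. Phospho-Akt Ser473 was read by HTRF as 665/615 ratio ×10^4.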
# DRD3 antagonist: antagonists of human D3 dopamine receptor; max response, negative = inhibition, %; AID 652054; P35462; D3R cells, DiscoveRx beta-arrestin luminescence, antagonist mode; active compounds read low; 360,000 tested, 2.5% active; in the data active means max response below about -50%; inconclusive means no clear call, values can overlap the other calls; further: on the % scale 0 is the no-effect control and ±100 the full control effect; mostly tested at two doses, the higher about 12 µM
# Target sequence (P35462 whole entry, looked up): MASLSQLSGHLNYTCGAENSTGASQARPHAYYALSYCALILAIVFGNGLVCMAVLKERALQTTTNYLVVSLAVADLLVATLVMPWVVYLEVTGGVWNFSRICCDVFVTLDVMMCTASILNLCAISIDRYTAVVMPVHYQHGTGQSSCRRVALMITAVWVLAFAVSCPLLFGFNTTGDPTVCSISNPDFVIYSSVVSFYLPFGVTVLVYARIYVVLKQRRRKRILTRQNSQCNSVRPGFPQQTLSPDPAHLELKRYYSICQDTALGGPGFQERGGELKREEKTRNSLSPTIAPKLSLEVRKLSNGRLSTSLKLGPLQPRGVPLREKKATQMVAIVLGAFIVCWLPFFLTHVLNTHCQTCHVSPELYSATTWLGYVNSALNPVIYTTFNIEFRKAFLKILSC
#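 Cells expressing the human receptor were seeded at 1500 cells/well, incubated overnight at 37 degrees C in 5% CO2, then exposed to library compounds with dopamine controls for 90 minutes at 37 degrees C before luminescent detection.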
# EPAC2 antag: EPAC2 (human) antagonism. 360,000 tested, 0.18% active. EPAC2 GEF exchange of Rap1B-BODIPY-GDP, fluorescence. Q8WZA2. Potency, µM (doses to about 114 µM), inactives show at the top dose activity, negative = inhibition, hits mostly inhibitors; further: potency means the concentration at half of the fitted maximal effect; on the % scale 0 is the no-effect control and ±100 the full control effect; nearly all actives have a fitted effect of over 45% in size; many of its hits are not listed in these tables
# D3 ag: activates the human D3 dopamine receptor; P35462; 410,000 tested, 0.58% active; D3R DiscoveRx beta-arrestin cells, luminescence, 90 min; max activation, %; in the data active means max activation above about 30%; further: 0% is about no effect; mostly tested at two doses, the higher about 12 µM
#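 Agonist mode: compounds and dopamine controls were applied to plated cells for 90 min at 37 degrees C after an overnight attachment at 1500 cells/well. Luminescent read-out followed 30 - 60 minutes at room temperature with DiscoveRx detection reagent.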
# CCT chaperon mod: changes cytosolic chaperonin activity | activity change, % (concentration not given with the values), hits read low | purified chaperonin ATPase assay, HTRF ADP detection, 30 min | 360,000 tested, 0.3% active; in the data active means activity change below about -30%; further: on the % scale 0 is the no-effect control and ±100 the full control effect
#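 First, chaperonin was dispensed at 40 nM or 20 nM final depending on batch activity. Next, compounds were pinned at 76 uM and ATP added at 10 uM. After 30 min at 37 °C, ADP detection reagents ran 30 min at ambient temperature.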
# Mm-Cpn inhibitor: inhibitors of Methanococcus maripaludis chaperonin (MmCpn); purified Mm-Cpn ATPase, ADP Transcreener TR-FRET; Potency, µM (titrated, usually from 76.9 µM), without a hit: top-dose activity, negative = inhibition, most hits filed as inhibitors; 330,000 tested, 0.031% active; AID 504842; further: potency means the concentration at half of the fitted maximal effect; on the % scale 0 is the no-effect control and ±100 the full control effect; nearly all actives have a fitted effect of over 80% in size
#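 Quantitative HTS used 25 nM Mm-CPN and 10 uM ATP in magnesium/KCl Tris buffer, pH 7.4, with 1 mM DTT. Hydrolysis ran 30 min at 37°C; ADP was read by HTRF.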
# Numbers without * were called inactive; i = inactive; ? = inconclusive; . = not tested or not shown; & = joins results of further samples; [ ] = remark or other dose. Unless noted, the call rests on the fitted dose curve; in most records, active means well fitted curve in the direction sought with a large enough effect; inconclusive means small, poorly fitted or top-dose-only effect, or another doubt; inactive means no such curve, though single readings can be large; an effect the other way counts as inactive or inconclusive. A portion of the library. The share of hits here may be higher or lower than overall.
smiles | EPAC2 ag | PTHR1 agonist | pAkt inh | DRD3 antagonist | EPAC2 antag | D3 ag | CCT chaperon mod | Mm-Cpn inhibitor
CNC(=S)N1CCN(c2ccc([N+](=O)[O-])cc2)CC1 | 4% | -24% | i | 10 | -10% | -5 | -4.1 | 0%
Cc1ccnc(NC(=S)NC(=O)c2ccco2)c1 | -6% | -5% | i | 4 | -1% | 0 | -1.0 | 0%
COc1ccc(/C=N/NC(=O)CC(=O)NCc2cccnc2)cc1[N+](=O)[O-] | 0% | 4% | i | -29 | 18% | -14 | -0.5 | -2%
CCN1CCSc2ccc(C(=O)NCc3cccc(F)c3)cc21 | 13% | -68%[inhibitor] | i | 9 | -14% | -8&-21 | -1.3 | -6%
CN1CCN(S(=O)(=O)c2ccc(-c3ccc(Cl)cc3)cc2)CC1 | 0% | i | i | 48 | 2% | -5 | -0.7 | 2%
Cc1ccc(S(=O)(=O)N2CCN(C(=O)c3cc4c(s3)CCCC4)CC2)c(C)c1 | 5% | -24% | i | 0 | 0% | -2 | 1.3 | 0%
Cc1ccccc1OC1C(=O)N(CC2CCCO2)C1c1ccc2c(c1)OCO2 (stereo not given) | 9% | i | i | 46 | -2%[57.1 µM] | 1 | 3.0 | 2%
CCOC(=O)CN(Cc1ccc(OC)c(OC)c1)S(=O)(=O)c1ccc(OC)cc1 | 4% | i | i | 14 | 0% | 11 | 1.8 | -5%
Cc1ccc(Cl)c(NC(=O)CSc2cccc[n+]2[O-])c1Cl | 8% | -1% | i | 4 | 7% | 5 | -0.8 | -6%
CCc1ccc(C(=O)Nc2nnn(CC)n2)cc1 | 0% | -19%[57.5 µM] | i | -15 | 11% | 4 | -1.0 | -1%
C=CCOc1ccc(/C=C/C(=O)OCC(=O)NCc2ccco2)cc1 | 2% | -10% | i | 4 | 2% | 1 | -1.2 | 1%
CCN(CC)c1ccc(C2CC(=O)NC3=C2C(=O)CC(C)(C)C3)cc1 (stereo not given) | 4% | i | i | 0 | 6% | 6 | -1.8 | -3%
O=C(CN(Cc1ccccc1)C(=O)CCC(=O)Nc1ccccn1)NCCc1ccccc1 | 4% | i | i | -6 | 17% | -5 | -0.4 | 3%
CC1=C(C(=O)OCC(Br)(Br)Br)C(c2cccc([N+](=O)[O-])c2)NC(=O)N1CCCC(=O)O (stereo not given) | 3% | i | i | 0 | 14% | 0 | 0.1 | .
CC(C)(C)NC(=O)NCC1CCCC1NC(=O)NC(C)(C)C (stereo not given) | -5% | 21% | i | -23 | 10% | -4 | 2.2 | -1%
O=C(CC1Nc2cccc3cccc(c23)NC1=O)Nc1ccc(F)cc1 (stereo not given) | 1% | i | i | 13 | -15% | 3&1 | -0.9 | -3%

# Entries of single compounds from above. Screens in order: EPAC2 ag, PTHR1 agonist, pAkt inh, DRD3 antagonist, EPAC2 antag, D3 ag, CCT chaperon mod, Mm-Cpn inhibitor
# O=C(CN(Cc1ccccc1)C(=O)CCC(=O)Nc1ccccn1)NCCc1ccccc1 as listed: 4%, i, i, -6, 17%, -5, -0.4, 3%
# CC1=C(C(=O)OCC(Br)(Br)Br)C(c2cccc([N+](=O)[O-])c2)NC(=O)N1CCCC(=O)O (stereo not given) as listed: 3%, i, i, 0, 14%, 0, 0.1, .
# Cc1ccc(Cl)c(NC(=O)CSc2cccc[n+]2[O-])c1Cl as listed: 8%, -1%, i, 4, 7%, 5, -0.8, -6%

# Going on with the list:
smiles | EPAC2 ag | PTHR1 agonist | pAkt inh | DRD3 antagonist | EPAC2 antag | D3 ag | CCT chaperon mod | Mm-Cpn inhibitor
COC(=O)CCS(=O)(=O)c1ccc(NC(C)=O)cc1 | 6% | -23%[57.5 µM] | i | 6 | 3% | 10 | 0.3 | 3%
CCOc1cccc2c1OC1(CCCCC1)N1N=C(c3cccnc3)CC21 (stereo not given) | -5% | -9% | i | -1 | 9% | 4 | -1.0 | -2%
O=C(CSc1nnc(CNC(=O)c2c(F)cccc2Cl)o1)NC1CCCCC1 | 5% | i | i | 4 | 0% | 2 | -0.2 | 3%
Cc1noc(C)c1C(=O)Nc1ccc(Cl)cc1C(F)(F)F | -4% | i | i | 11 | -4% | 6 | 0.7 | -4%
CS(=O)(=O)N1CCCC(C(=O)Nc2ccc(F)cc2F)C1 (stereo not given) | 7% | ? | i | -7 | -1% | -24 | -0.1 | -6%
COc1ccc(-n2nc(C)cc2Nc2ccccc2C(=O)O)cc1 | 11% | i | i | 3 | 5% | 2 | -2.2 | 1%
CCOc1ccc(NC(=O)COC(=O)Cn2nc(C)c([N+](=O)[O-])c2C)cc1OCC | 6% | 20% | i | 3 | 5% | 4 | -2.8 | 2%
CCCn1c(NCc2ccc3c(c2)OCO3)nc2ccccc21 | 3% | i | . | 24 | 9% | -3 | 0.2 | -2%
COc1ccc(-n2c(C)nnc2SCC(=O)N2C(C)CCCC2C)cc1 (stereo not given) | 6% | i | i | -15 | 4% | -4 | 1.7 | -10%
COc1cc2c(cc1OC)C(c1ccccc1)N(C(=O)CCl)CC2 (stereo not given) | 1% | -72%[inhibitor][57.5 µM] | i | -62* | -25% | -2 | -0.5 | 1%
COc1ccc(NC(=O)NCc2cccnc2)cc1 | 7% | -5% | i | 2 | -3% | 2 | -1.2 | -1%
CCOC(=O)c1c(CN(CC)CC)n(-c2ccccc2)c2ccc(O)cc12 | 5% | i | i | -8 | -14% | 3 | 1.2 | -1%
Cc1ccc(C(=O)NC2CCN(CC(=O)NCc3cccs3)CC2)cc1 | -1% | i | i | -8 | 1% | 0 | -0.4 | 6%
O=C(C[C@@H]1C/C=C\C[C@H](Cc2ccc(F)cc2)C(=O)OC[C@H]2CCCN2C1=O)NCCO | -4% | -2% | i | 11 | 0% | 11 | 1.4 | 1%
O=C(Nc1nc2ccccc2s1)c1cc2c(s1)-c1ccccc1OC2 | 8% | -17% | i | 11 | 3% | 3 | -3.1 | -1%
CC1(C)Cc2c(sc(NC(=O)C(=O)NCC3CCCO3)c2C(=O)O)CO1 (stereo not given) | 10% | i | . | -14 | -1% | -5 | -1.8 | -1%

# Reprinted from the part before: 2 entries, followed by the next part.
smiles | EPAC2 ag | PTHR1 agonist | pAkt inh | DRD3 antagonist | EPAC2 antag | D3 ag | CCT chaperon mod | Mm-Cpn inhibitor
O=C(Nc1nc2ccccc2s1)c1cc2c(s1)-c1ccccc1OC2 | 8% | -17% | i | 11 | 3% | 3 | -3.1 | -1%
CC1(C)Cc2c(sc(NC(=O)C(=O)NCC3CCCO3)c2C(=O)O)CO1 (stereo not given) | 10% | i | . | -14 | -1% | -5 | -1.8 | -1%
Cc1ccc(S(=O)(=O)N(C)C)cc1NC(=O)COC(=O)c1cccs1 | 1% | i | i | 10 | 2% | 1 | -2.5 | .
CC(=O)Nc1ccc(S(=O)(=O)N2CCC(C(=O)O)CC2)cc1 | 5% | -6% | i | 15 | 25% | 7 | 1.1 | -2%
CCOC(=O)C1CCN(C(=O)Nc2ccc3nc(-c4ccco4)c(-c4ccco4)nc3c2)CC1 | 3% | -11%[57.5 µM] | i | 0 | 3% | -1 | -7.1 | 0%
CC(=O)Nc1ccc(-n2nnnc2SCC(=O)Nc2cccc(NC(=O)c3ccco3)c2)cc1 | 9% | -14% | i | -13 | 2% | -12 | 0.8 | -16%
CCOc1ccc(-c2nnc(SCC(=O)Nc3cc(C)on3)o2)cc1 | 6% | i | i | 5 | 3% | 1 | 1.1 | 3%
O=C(Cc1noc2ccccc12)Nc1ccccn1 | 13% | i | i | 45 | 4% | -1 | -7.0 | 1%
Cc1cccc(C)c1NC(=O)c1ccccc1C(=O)O | 6% | -2% | i | 10 | -6% | 15&-13 | -3.1 | 0%
O=C1CC(c2cccc(Oc3ccccc3)c2)NC(=O)N1 (stereo not given) | -7% | i | i | -6 | 10% | -2 | -15 | -1%

# Additional results:
# Values run as follows: EPAC2 ag	PTHR1 agonist	pAkt inh	DRD3 antagonist	EPAC2 antag	D3 ag	CCT chaperon mod	Mm-Cpn inhibitor
- CC(C)c1ccc(OCC(=O)NNC(=S)NC(=O)C2CC2)cc1
→ -9%	-16%	i	1	-2%	6	-1.4	4%
- Cc1ccc(C)c2[nH]c(=O)c(C(c3nnnn3C3CCCC3)N3CCOCC3)cc12 (stereo not given)
→ 6%	-7%[57.5 µM]	i	19	2%	-3	0.9	0%
- COc1ccccc1CNC(=O)C(NC(=O)C1CCCCC1)C(C)C (stereo not given)
→ 7%	i	i	1	?	1	0.8	.
- COc1ccc(CNC(=O)c2ccc(N3CCC4(CC3)CC(c3ccc(Cl)cc3)=NO4)c(NC(=O)c3ccccc3)c2)cc1
→ 0%	-20%	i	45	8%	8	-2.5	.
- Cc1ccc(NC(=O)CN(C)C(=O)CSc2nc3ccccc3c(=O)n2CCO)cc1
→ -10%	i	i	-1	-3%	3	-3.1	-1%
- NC(=O)C(=O)NN=C1CCC(c2ccccc2)CC1 (stereo not given)
→ 1%	i	i	8	3%	1	-2.0	0%
- Cc1ccc(/C=N/NC(=O)CNC(=O)COc2ccc(Cl)cc2)o1
→ 4%	-6%	i	-3	3%	3	-4.2	4%
- COc1cc2c(C(=O)N3CCN(C)CC3)c(C)n(-c3ccccc3)c2cc1Br
→ -4%	-4%	.	2	-1%	2	-0.2	-1%
- CCCCN(C)C1CCN(C(=S)Nc2cccc(SC)c2)CC1
→ 6%	i	i	-8	6%	-2	-0.2	0%
- C/C(=N\Nc1ccc(S(=O)(=O)N2CCCCC2)cn1)c1cccc(Br)c1
→ 5%	i	i	15	8%	2	0.0	-2%
- COc1ccc(NC(=S)Nc2ccccn2)cc1
→ 2%	-10%	i	1	-2%	0	-0.2	0%
- COc1nc(C)nc(NC(=O)NS(=O)(=O)c2ccc(C)cc2)n1
→ -12%	i	i	15	0%	1	0.3	1%
- COc1cc(C(=O)Nc2ccn(C)n2)ccc1OC(F)F
→ 7%	-23%	i	-5	6%	-4	-1.8	2%
- O=C(CN1C(=O)C2C3C=CC(C3)C2C1=O)NCCc1ccccc1Cl (stereo not given)
→ 1%	0%	i	-26	0%	3	-2.3	0%
- CC(C)OC(=O)NC(c1ccccc1)C(Cl)(Cl)Cl (stereo not given)
→ 14%	i	i	-50*	-11%	4	-15	-2%
- Cc1cccc(C)c1NC(=O)CNC(=O)c1ccc(S(=O)(=O)NCc2ccco2)cc1
→ 1%	i	i	5	8%	-2	-0.9	-8%
- CC(C)OC(=O)c1ccc(N)cc1
→ 2%	i	i	14	13%	1	-2.2	-1%
